# PG9 Ab binder – binds the HIV-1 gp120 antibody PG9; TR-FRET gp120-PG9 antibody binding; inhibition, % at 6.7 µM; 0.43% of 360,000 active; in the data active = inhibition above about 8.5%
# rCAG RNA binder – r(CAG) repeat RNA binding; inhibition, % at 3 µM; AID 651821; 1.3% of 370,000 active; TO-PRO-1 dye displacement fluorescence;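 active = inhibition above the plate cutoff, the mean of all test compounds on that plate plus 3 SD, cut at about 35% in these data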;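 also: 0% = DMSO alone and 100% = 100 µM mitoxantrone as full dye displacement; higher means more dye released from RNA so lower well fluorescence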
# TDP2 inh – TDP2 (human) inhibition, absorbance primary screen; 0.34% of 370,000 active; recombinant TDP2, T5PNP hydrolysis, p-nitrophenol absorbance 415 nm; inhibition, % at 12.8 µM; AID 720702;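 active = inhibition above the mean of all tested compounds plus 3 SD, set per campaign, cut at about 25% in these data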;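 also: 0% = DMSO with enzyme and 100% = buffer with substrate but no TDP2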
#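 Test system: human TDP2 enzyme; Input: 120 nM TDP2 per well; Buffer or medium: Mg2+-containing Tris-HCl buffer, pH 7.5; Reagent: 5 mM T5PNP; Dosing: 12.8 µM single point, 1% DMSO; Incubation: reaction 2 h, 37 °C; Detection: p-Nitrophenol epi absorbance; Read-out: % inhibition relative to enzyme-containing and enzyme-free wells; Replicates: single well per compound.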
# SIAE inh – inhibitors of human sialic acid acetylesterase SIAE; Q9HAT2; SIAE FP-Rh probe binding, fluorescence polarization; inhibition, % at 9.66 µM; 0.69% of 370,000 active; AID 1053197;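 active = inhibition above a cutoff: mean of compounds within the control limits plus 3 SD of those, cut at about 17% in these data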;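 also: 0% = plate median of compound wells and 100% = probe without SIAE protein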
# ABHD4 inh – inhibitors of mouse ABHD4 | Q8VD66 | purified mABHD4, FP-Rh probe fluorescence polarization | inhibition, % at 8.92 µM | 0.54% of 370,000 active | AID 720543;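 active = inhibition exceeding the mean over every tested compound plus 3 SD, cut at about 30% in these data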;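 also: 0% = plate median of compound wells and 100% = S159A mutant with DMSO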
#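 Assay system: wild-type mouse ABHD4 protein; compound: single nominal dose of 8.92 µM, 0.89% DMSO final; schedule: 45 min + 60 min at 25 °C; measured by: FP readout, ex 525 nm / em 598 nm; evaluation: % inhibition of FP-Rh probe binding versus controls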
# TCR-CD3 inh – blocks the human TCR-CD3 interaction; inhibition, % at 9.4 µM; TAMRA-labeled TCR probe fluorescence, biochemical; AID 651800; 0.37% of 360,000 active; in the data active = inhibition above about 19%;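 also: recombinant mutant TCR 2C K166C tagged with TAMRA read by polarization; 0% = receptor in buffer alone and 100% = receptor with positive control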
# PRMT1 inh – inhibitors of human PRMT1 | Q99873 | recombinant PRMT1, activity-based probe fluorescence polarization | inhibition, % at 2.79 µM | 1.3% of 370,000 active;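 active = inhibition above about 21% made by adding two undisclosed values, limit read from the data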
# Target sequence (Q99873 whole entry, looked up): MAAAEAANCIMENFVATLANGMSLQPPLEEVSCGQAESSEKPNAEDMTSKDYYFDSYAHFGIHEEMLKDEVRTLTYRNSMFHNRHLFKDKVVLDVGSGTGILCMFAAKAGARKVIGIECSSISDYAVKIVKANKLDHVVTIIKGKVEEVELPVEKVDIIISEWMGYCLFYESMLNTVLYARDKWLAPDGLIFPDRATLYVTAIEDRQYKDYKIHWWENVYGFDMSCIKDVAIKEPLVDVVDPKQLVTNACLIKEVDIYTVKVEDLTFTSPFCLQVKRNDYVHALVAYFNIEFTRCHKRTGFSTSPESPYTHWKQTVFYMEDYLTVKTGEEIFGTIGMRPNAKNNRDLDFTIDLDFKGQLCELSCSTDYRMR
# HTRA1 inhibitor – inhibitors of human serine peptidase HTRA1; AID 504803; inhibition, % at 5.96 µM; recombinant HTRA1, FP-rhodamine activity-based probe, fluorescence polarization; 0.5% of 340,000 active; Q92743; in the data active = inhibition above about 36%;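 also: 0% = enzyme with DMSO and 100% = wells lacking enzyme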
# Target sequence (Q92743 whole entry, looked up): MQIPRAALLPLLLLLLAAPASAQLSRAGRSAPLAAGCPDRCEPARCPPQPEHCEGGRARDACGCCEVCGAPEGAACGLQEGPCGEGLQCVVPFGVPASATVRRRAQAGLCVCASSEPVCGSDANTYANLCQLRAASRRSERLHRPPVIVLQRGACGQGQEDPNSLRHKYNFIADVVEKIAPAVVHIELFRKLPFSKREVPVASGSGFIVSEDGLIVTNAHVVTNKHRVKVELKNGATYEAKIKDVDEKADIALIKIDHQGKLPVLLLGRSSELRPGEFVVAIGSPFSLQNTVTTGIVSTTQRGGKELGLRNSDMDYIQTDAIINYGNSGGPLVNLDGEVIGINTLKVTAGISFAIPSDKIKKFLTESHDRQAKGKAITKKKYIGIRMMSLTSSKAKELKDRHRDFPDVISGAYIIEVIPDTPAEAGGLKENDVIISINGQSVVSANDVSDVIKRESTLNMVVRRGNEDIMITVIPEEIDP
# LEDGF integ inh – blocks HIV-1 LEDGF/p75-dependent DNA integration | TR-FRET IN-LEDGF/p75 DNA integration, Eu/Cy5 | inhibition, % at 3.7 µM | 0.64% of 370,000 active | AID 743269;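 active = inhibition above the screen-wide mean plus 3 SD, cut at about 13% in these data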;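 also: signal is the Cy5 over europium emission ratio at 671 and 618 nm; 0% = plate median of compound wells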
# Rev-erbA mod – Rev-erb alpha (human) modulation. Rev-erbα–FITC-DNA binding, fluorescence polarization, 90 min. activity, % at 10 µM. 0.79% of 370,000 active. AID 1259318;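 active = activity above about 14%, limit read from the data; passing the limit was not always enough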;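 also: 0% = DMSO wells with 35 nM protein and 100% = DMSO wells with 750 nM protein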
# * hit, by the source's call; · = no result given.
SMILES,PG9 Ab binder,rCAG RNA binder,TDP2 inh,SIAE inh,ABHD4 inh,TCR-CD3 inh,PRMT1 inh,HTRA1 inhibitor,LEDGF integ inh,Rev-erbA mod
Cc1cccc(-n2ccc(=O)c(C(=O)Nc3ccc(S(=O)(=O)Nc4nccs4)cc3)n2)c1,-0.4,65.0*,12.1,-26.7,6.0,1.8,-3.6,-6.2,-1.9,2.6
CC(Oc1ccccc1Cl)C(=O)/C=C/N(C)C (stereo not given),1.2,16.6,3.8,-1.4,-9.9,0.8,-1.7,-8.0,-2.9,1.1
O=C(COc1ccc2c(c1)CCC2)NCc1ccc(Cl)cc1,-1.3,-6.1,4.0,-2.3,-4.8,1.8,1.2,-24.3,-1.0,-3.3
COc1ccc2[nH]cc(/C=C/C(=O)c3ccccc3)c2c1,-2.6,9.4,-9.2,-2.3,-6.5,2.7,-4.2,-10.4,-1.3,5.5
CCN(CC(=O)NCc1ccc(F)cc1)C(=O)/C=C/c1ccc(S(=O)(=O)N(CC)CC)cc1,-2.4,1.7,6.7,8.1,1.6,-4.6,1.1,-1.4,-2.5,5.9
COCCCNC(=O)c1oc2ccc(S(=O)(=O)N3CCOCC3)cc2c1C,-0.3,-2.3,2.5,6.7,2.4,-0.1,-5.2,4.9,-1.9,1.7
CCN(C(=O)COC(=O)CNC(=O)c1ccc(F)cc1)C1CCS(=O)(=O)C1 (stereo not given),-0.8,-1.5,-0.8,-1.6,1.0,3.8,0.0,7.6,-0.1,1.1
O=C(O)c1cc2c(ncc3c(=O)n(-c4ccccc4)[nH]c32)s1,-3.7,3.0,2.9,2.2,15.3,-2.0,1.8,·,-6.3,-5.2
CC(=O)c1coc2ccc(OCCN3CCCCC3)cc12,-0.5,-3.7,1.5,-0.5,3.2,-0.1,0.3,-2.6,-1.0,-6.8
COc1ccccc1-c1cc(C(=O)NC2CCN(C)CC2)c2ccc(Cl)c(C)c2n1,-0.5,1.6,-7.4,-1.4,-4.2,-6.3,3.6,5.2,-1.4,-2.2
O=C(NCC1COc2ccccc2O1)c1cn(Cc2ccc(F)cc2)nn1 (stereo not given),-0.5,-5.3,-2.0,-1.2,-1.9,1.0,0.1,4.6,-3.5,-1.6
Oc1ccc(Cl)cc1CNC1CCCCC1,2.1,-1.0,4.3,7.1,1.8,-7.3,1.3,5.3,-27.9,-7.0
Cc1ccc(F)cc1NC(=O)c1ccc(OCC2CCCO2)cc1 (stereo not given),-1.2,-3.0,0.3,2.1,-2.6,-9.2,8.0,4.8,-2.8,-2.4
CC(=O)N1CCCN(C(=O)C2CCN(c3ncnc4c3sc3cccc(F)c34)CC2)CC1,·,3.7,-7.2,-8.0,3.9,·,-1.4,·,2.0,5.7
COc1ccccc1NC(=O)CSc1nnc(-c2ccc(NC(C)=O)cc2)n1C,0.8,-3.6,-11.3,3.5,1.9,-2.3,1.0,8.2,-0.8,-2.3
Cc1ccc(CNS(=O)(=O)c2ccc([N+](=O)[O-])cc2)cc1,-0.1,3.4,-16.4,-7.5,-6.6,2.2,-1.4,4.7,10.5,5.8
O=C(COC(=O)Cn1cnc2ccccc2c1=O)NCc1ccccc1Cl,-1.3,-0.7,-10.7,-5.7,1.0,0.3,8.8,0.5,-0.6,-6.2
CCOC(=O)CSc1nc(=O)n2cc(C)ccc2n1,3.8,-0.3,10.9,13.4,2.5,-1.0,-0.9,1.3,1.1,5.3
O=S(=O)(Nc1ccccn1)c1ccc(Cl)c2ccccc12,-0.9,5.4,2.1,1.3,-1.6,1.8,-0.3,-5.4,6.4,-1.9
CCc1nc(SCC(=O)Nc2ccc(F)cc2F)c2c(=O)n(C)c(=O)n(C)c2n1,-0.6,-1.4,-7.6,-4.7,1.7,8.1,-1.1,2.6,1.9,0.0

# An excerpt from above in order of heavy-atom count, falling.
SMILES,PG9 Ab binder,rCAG RNA binder,TDP2 inh,SIAE inh,ABHD4 inh,TCR-CD3 inh,PRMT1 inh,HTRA1 inhibitor,LEDGF integ inh,Rev-erbA mod
O=C(NCC1COc2ccccc2O1)c1cn(Cc2ccc(F)cc2)nn1 (stereo not given),-0.5,-5.3,-2.0,-1.2,-1.9,1.0,0.1,4.6,-3.5,-1.6
Cc1ccc(F)cc1NC(=O)c1ccc(OCC2CCCO2)cc1 (stereo not given),-1.2,-3.0,0.3,2.1,-2.6,-9.2,8.0,4.8,-2.8,-2.4
Cc1ccc(CNS(=O)(=O)c2ccc([N+](=O)[O-])cc2)cc1,-0.1,3.4,-16.4,-7.5,-6.6,2.2,-1.4,4.7,10.5,5.8
CCOC(=O)CSc1nc(=O)n2cc(C)ccc2n1,3.8,-0.3,10.9,13.4,2.5,-1.0,-0.9,1.3,1.1,5.3

# New compounds follow:
SMILES,PG9 Ab binder,rCAG RNA binder,TDP2 inh,SIAE inh,ABHD4 inh,TCR-CD3 inh,PRMT1 inh,HTRA1 inhibitor,LEDGF integ inh,Rev-erbA mod
COCCN(Cc1nc(-c2ccc(-c3ccccc3)cc2)oc1C)C(C)C,-2.2,-2.9,-0.5,-8.2,-1.4,2.6,0.3,-32.3,-4.5,8.6
C/C(=N\NC(=O)c1ccc(C)cc1C)c1ccc(-n2ccnc2)cc1,-0.9,-1.6,2.2,4.8,5.4,9.3,0.2,-0.5,-0.1,-4.4
Cc1ccc(N(C(=O)c2snc(C(N)=O)c2N)C(C(=O)NCCC(C)C)c2ccco2)cc1 (stereo not given),-0.3,-1.7,2.0,-2.6,-18.9,-4.9,5.0,-18.4,-7.3,-4.5
CC(C)CN1CC(C(=O)O)CC1=O (stereo not given),-2.0,-2.6,2.9,2.6,-1.2,3.6,-0.9,-2.6,-2.4,-9.8
C/C(=N\NC(=O)c1cc(-c2ccc(Cl)s2)[nH]n1)c1ccncc1,0.1,1.4,3.0,-6.2,-6.8,3.1,-1.4,-13.0,1.3,-1.7
COC(=O)C1(C)NC(c2ccccc2F)C2C(=O)N(c3ccccc3)C(=O)C21 (stereo not given),-1.1,0.4,-2.5,-3.7,4.4,-8.7,4.0,6.3,-4.5,5.7
COc1ccccc1N(Cc1cc2ccc(C)cc2[nH]c1=O)C(C)=O,-0.2,-4.4,11.5,-3.3,-0.3,3.0,1.4,-0.9,-3.9,0.6
COc1cccc(Cn2c3ccc(NC(=O)Cc4cc(OC)ccc4OC)cc3c(=O)n2C)c1,2.0,0.7,-4.4,-14.9,-0.3,-4.8,-0.7,·,-0.9,-1.2
CC(C)(C)c1ccc(C(=O)Nc2ccccc2Cl)cc1,0.5,-2.6,-1.7,3.7,-0.8,0.1,2.0,-12.0,-2.8,0.8
Cc1ccc(C(=O)CSc2nnc(C)s2)cc1,0.6,-3.8,-6.5,-1.7,2.3,6.7,-1.8,6.5,3.8,-7.4
COc1ccc(C)cc1C1=CC(=O)C[C@H](c2ccc(F)cc2)C1,-1.4,-3.8,-1.3,0.9,-6.8,3.7,0.4,-33.4,-0.2,0.0
CC1(C)CC(=O)C2=C(C1)N(c1ncn[nH]1)C(N)=C(C#N)C2c1ccccc1 (stereo not given),-2.7,-1.0,7.0,5.1,3.9,-10.3,-1.7,2.3,0.9,-3.8
COc1ccc(CCNC(=O)CN(c2ccc(OC)c(OC)c2)S(=O)(=O)c2ccc(C)cc2)cc1,1.2,0.1,-6.3,6.2,-1.8,5.7,0.9,1.4,-1.7,6.1
COc1ccc(/C=C/c2ccccc2)cc1[C@H]1[C@@H]2C=CCC[C@@]2(C)C(=O)N1Cc1ccccc1,-0.5,6.5,6.5,0.6,2.2,-2.1,-0.1,-53.9,-0.1,2.4
COc1cccc(/C=C2\CC3(OC(=O)c4ccc(Cl)cc4)CCCN2C3)c1 (stereo not given),·,1.4,-7.3,-3.9,-0.6,·,-2.0,·,2.6,1.5
COc1ccc(/C=C(\C#N)c2nc3ccccc3[nH]2)cc1O,-6.5,3.7,-10.9,-6.2,9.6,2.0,6.4,-8.2,-2.7,-1.3
O=C(CS(=O)(=O)c1cn(CC(=O)N2CCOCC2)c2ccccc12)Nc1ccccc1F,-1.8,-1.9,7.2,1.2,4.4,-8.8,0.4,11.6,-6.0,1.2
COc1ccc(CN(C)CC(=O)Nc2sc3c(c2C#N)CCC3)c(OC)c1,0.7,6.9,-12.9,-6.1,-3.8,3.0,8.9,-6.0,-2.9,1.1
O=C(Nc1ccc2c(c1)OCCO2)C(c1ccccc1)n1c(=O)c(-c2cc3ccccc3[nH]2)nc2ccccc21 (stereo not given),-0.1,21.8,-3.6,-32.3,-38.2,7.5,0.2,·,-0.7,-2.2
O=C(NCCCCc1ccccc1)c1cccc(NC(=O)C2CCCCC2)c1,-1.6,1.6,0.3,-12.9,-13.3,-1.7,-1.1,-41.5,0.1,2.3

# Single values from the entries so far.
# TCR-CD3 inh, `COc1ccc(C)cc1C1=CC(=O)C[C@H](c2ccc(F)cc2)C1` = 3.7
# rCAG RNA binder, `O=C(CS(=O)(=O)c1cn(CC(=O)N2CCOCC2)c2ccccc12)Nc1ccccc1F` = -1.9

# (cont.)
SMILES,PG9 Ab binder,rCAG RNA binder,TDP2 inh,SIAE inh,ABHD4 inh,TCR-CD3 inh,PRMT1 inh,HTRA1 inhibitor,LEDGF integ inh,Rev-erbA mod
O=C(Cn1nnc2ccccc2c1=O)N1CCOCC1,0.0,0.9,10.0,10.1,2.2,0.4,-2.1,2.6,3.0,0.4
CCc1nnc(NC=C2C(=O)OC(C)(C)OC2=O)s1,-0.5,-0.2,6.6,5.2,2.2,3.2,-0.3,-1.3,-0.5,-7.6
COc1cccc(NC(=O)Cc2ccc3ccccc3c2)c1,-2.2,-0.1,-6.2,-4.2,-10.7,0.0,-4.3,-27.2,-0.6,0.2
CC1=C(C(=O)OCc2ccccc2)C(c2ccccc2)NC(=O)N1CCCCCC(=O)O (stereo not given),0.2,7.7,-4.8,-0.7,4.4,-6.9,-0.4,-5.0,4.7,5.4
COc1c(OC(C)=O)ccc(/C=N\NC(=O)c2ccc(Br)cc2)c1[N+](=O)[O-],-2.2,5.4,4.5,1.8,5.2,3.3,0.4,5.9,-3.9,-0.6
O=C(N[C@@H]1C[C@H]2CC[C@@H]1C2)c1ccco1,-1.9,-3.2,-7.0,-0.1,-4.4,0.2,2.0,5.7,-3.3,-1.8
C[C@H](O)[C@@H]1C(=O)N2CCc3c([nH]c4ccccc34)[C@@H]2C[C@@H]1N(C)C(=O)Nc1ccc(Br)cc1,-3.2,7.3,5.8,3.6,-2.6,-7.2,3.1,·,-1.6,-8.0
O=C(COc1cccc(F)c1)Nc1ccc2[nH]c(=O)[nH]c2c1,-3.5,-3.5,8.1,4.0,2.3,-1.0,4.5,-0.2,-0.1,-3.3
CC(=O)c1c(C)[nH]c(C(=O)Nc2cc(S(=O)(=O)N(C)C)ccc2C)c1C,-1.3,-0.2,-3.5,-2.5,0.4,1.7,-1.2,-1.1,-1.6,12.3
COCc1cc(C)nc(SCC(=O)Nc2ccc3c(c2)OCCO3)c1C#N,-2.3,-0.9,-7.8,-0.8,-5.0,-4.1,-4.7,2.0,-2.3,-2.1
Cc1nn2c(COc3ccc(NC(=O)C(C)C)cc3)nnc2c2ccccc12,-0.6,-5.9,-0.9,-6.2,-8.6,5.6,-3.9,5.9,3.9,3.5
Cn1cc(CN2CCC(n3nccc3NC(=O)c3ccccc3Cl)CC2)cn1,-0.9,-5.8,-8.8,-1.1,1.6,2.9,0.2,-1.8,0.2,1.3

# Some of the compounds tested (hit frequency here may not be typical).
